Source: PubChem BioAssay (Broad Institute)
EWS-Fli block = blocks EWS/Fli oncoprotein-driven transcription | A673 NR0B1-luciferase reporter, viability-normalised | inhibition, % at 12.6 µM | 350,000 tested, 0.67% active | AID 651661;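 active = mean inhibition of at least 50% after viability correction, with every replicate also passing that limit; inconclusive = mean reaches 50% but only one of two replicates passes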;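 note: firefly luciferase signal divided by Alamar Blue viability fluorescence both relative to DMSO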
SIRT5 inh = inhibitors of human sirtuin-5 desuccinylase | Q9NXA8 | Purified SirT5, succinyl-peptide AMC, trypsin-coupled fluorescence | inhibition, % at 15 µM | 330,000 tested, 1.1% active; in the data active = inhibition above about 15%; inconclusive = no clear call, values can overlap the other calls
Target sequence (Q9NXA8 whole entry, looked up): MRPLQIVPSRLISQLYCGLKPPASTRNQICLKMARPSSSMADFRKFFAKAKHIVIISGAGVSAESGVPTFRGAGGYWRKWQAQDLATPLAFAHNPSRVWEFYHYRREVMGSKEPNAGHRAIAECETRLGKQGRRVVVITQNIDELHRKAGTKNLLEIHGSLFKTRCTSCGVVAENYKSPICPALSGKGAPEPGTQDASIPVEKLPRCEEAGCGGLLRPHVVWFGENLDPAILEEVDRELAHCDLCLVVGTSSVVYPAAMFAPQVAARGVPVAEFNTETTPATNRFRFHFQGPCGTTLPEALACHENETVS
ARNT-TACC3 inh = disruptors of human ARNT/TACC3 interaction; AID 623870; Q9Y6A5; inhibition, % at 9.99 µM; AlphaScreen His-ARNT PAS-B/GST-TACC3 binding, luminescence; TACC3 fragment carries E629A point mutation; 390,000 tested, 0.66% active;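 active = mean inhibition of replicates at least 50% and at least half of replicates each reaching 50%; inconclusive = half or more replicates reach 50% but mean below 50%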;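 note: 0% = complete ARNT plus TACC3 wells and 100% = ARNT alone without TACC3; many hits fall short of the cut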
DENV2 CPE = inhibitors of DENV2 cytopathic effect; DENV2-infected cells, cytopathic effect rescue, plate reader; CPE inhibition, % at 9.99 µM; 350,000 tested, 1.7% active; in the data active = CPE inhibition above about 20%, passing the limit was not always enough; inconclusive = no clear call, values can overlap the other calls; tested in BHK-21 cells;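 note: 0% = median of neutral control wells and 100% = median of positive control wells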
CASP6 VEID inh = caspase-6 (human) enzyme inhibition; P55212; AID 686996; inhibition, % at 12.5 µM; 350,000 tested, 0.53% active; purified caspase-6, Z-VEID-R110 cleavage fluorescence;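 active = mean inhibition across replicates at least about 35%, with every replicate also reaching that limit, limit read from the data; inconclusive = only one of the two criteria met; inactive = neither criterion met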;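 note: 0% = median of neutral control wells and 100% = no fluorescence left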
Target sequence (P55212 24-179 limits assumed): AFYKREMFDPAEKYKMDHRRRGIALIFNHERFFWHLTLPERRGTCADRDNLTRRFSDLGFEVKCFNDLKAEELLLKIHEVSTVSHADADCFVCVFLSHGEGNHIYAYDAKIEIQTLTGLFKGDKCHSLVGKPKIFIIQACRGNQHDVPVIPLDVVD
Target sequence (P55212 194-293 limits assumed): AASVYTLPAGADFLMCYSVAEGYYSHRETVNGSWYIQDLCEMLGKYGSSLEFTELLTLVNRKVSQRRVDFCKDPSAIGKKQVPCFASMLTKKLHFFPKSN
PAX8 inh HTS = inhibitors of PAX8 transcriptional activity in RMG-I cells | inhibition, % at 12.6 µM | 360,000 tested, 1.2% active | RMG-I TPO-luciferase reporter, SteadyGlo, 24 h | AID 652154;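 active = mean replicate inhibition at least 60% with every replicate also reaching 60%; inconclusive = only one of the two criteria is met; inactive = mean below 60% and not all replicates reaching 60%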;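 note: luciferase light reporting Pax8 driven TPO promoter activity; plate controls were median of neutral control wells for no effect and mitoxantrone controls for full effect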
LGR2 antag = blocks bursicon-induced cAMP signaling via Drosophila LGR2. HEK293 LGR2, CRE-luciferase, bursicon-stimulated, 4 h. 380,000 tested, 0.35% active. inhibition, % at 9.99 µM. AID 720647;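 active = drop in luminescence signal, shown as inhibition above about 50% in the replicate tests, limit read from the data, passing the limit was not always enough; inconclusive = probably only some replicates passing the limit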;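 note: agonist challenge used bursicon conditioned medium at about half maximal strength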
* hit, by the source's call; ? = inconclusive; nt = not tested or not shown.

| SMILES | EWS-Fli block | SIRT5 inh | ARNT-TACC3 inh | DENV2 CPE | CASP6 VEID inh | PAX8 inh HTS | LGR2 antag |
| --- | --- | --- | --- | --- | --- | --- | --- |
| Cc1ccc(NC2(C#N)CCCC2)cc1 | 3 | 5 | 4 | -1 | 1 | nt | -46 |
| C[C@H]1CNC(=O)c2c(C(=O)N3CCN(c4ccccc4)CC3)ncn21 | -4 | -1 | nt | 14 | -5 | 10 | 7 |
| Cc1c(C)[n+](=O)c(C)c(C)n1[O-] | -5 | nt | -5 | 1 | 0 | 1 | -19 |
| CCCn1c(N)c(N(CCOC)C(=O)c2cccc(Cl)c2)c(=O)[nH]c1=O | -9 | -1 | -20 | 2 | 1 | -2 | 2 |
| C#CCOCCOCCOCCNc1nc(N2CCOCC2)nc(N2CCN(C(=O)CCCCCCCCCCNC(=O)[C@@H]([C@H](C)CC)n3cc(CCCCCN)nn3)CC2)n1 | 9 | -14 | 10 | -6 | -5 | -2 | 3 |
| CCCC(=O)N1CCC1(C)C(=O)NS(=O)(=O)c1ccccc1 (stereo not given) | -2 | nt | nt | 0 | -2 | -12 | -10 |
| O=C(CSc1ncnc2sc3c(c12)CCC3)NCC1CCCO1 (stereo not given) | nt | -2 | -1 | 6 | 7 | 2 | -6 |
| Cc1noc(C)c1C(=O)OCC(=O)Nc1ncc(C(F)(F)F)cc1Cl | 2 | -1 | -4 | -3 | 8 | 8 | -12 |
| COc1cc(NC(=O)C/C(C)=N/NC(=O)C2CCCCC2)c(OC)cc1Cl | 8 | 0 | -1 | ? | 0 | 13 | 9 |
| CN1CCCCN2[C@@H](CO)[C@H](c3ccc(Br)cc3)[C@@H]2C1 | -11 | -5 | -10 | -10 | 0 | 0 | -9 |
| C/C(=N\N=C1/NC(=O)C(C)S1)c1ccco1 (stereo not given) | 0 | 3 | -5 | 3 | nt | -17 | 5 |
| COc1ccc([C@H]2C[C@@H](n3cc(C4CC4)nn3)[C@H](O)CN2CC2CCCCC2)cc1 | -2 | -3 | nt | -2 | 4 | 25 | -1 |
| CCn1c(Cc2ccc(OC)cc2)nc2ccccc21 | -10 | -1 | -10 | -5 | 1 | -22 | 0 |
| CCc1cccc(C)c1NS(=O)(=O)c1cccs1 | -5 | -2 | -6 | 5 | 1 | 16 | 0 |
| CCn1c(=O)c([N+](=O)[O-])c(NCCCn2ccnc2)c2ccccc21 | 15 | -5 | 15 | 2 | -1 | -10 | 11 |
| CN1CCN(C(=O)C[C@H]2C[C@H]3c4cc(NC(=O)Nc5ccc(C(F)(F)F)cc5)ccc4O[C@H]3[C@H](CO)O2)CC1 | 8 | 3 | 7 | -2 | 0 | 11 | 5 |
| COc1ccc(CNC(=O)CCS(=O)(=O)c2ccc3nc(C)sc3c2)cc1 | -8 | -6 | nt | -6 | -2 | -111 | nt |
| CN(C(=O)c1ccc(NC(=O)Cc2ccc(NC(=O)C3CCN(C(=O)CCc4ccccc4)CC3)cc2)cc1)C1CC1 | -3 | 8 | 0 | -23 | -2 | 0 | 0 |
| CC(=O)Nc1ccc(C(=O)N2CCCC(c3cc(C(=O)NCc4ccc(F)cc4)no3)C2)cc1 (stereo not given) | 8 | -4 | nt | -4 | 1 | 2 | 10 |
| Cc1ccc(C)c(OCC(=O)Nc2cc(C(=O)O)cc(C(=O)O)c2)c1 | 12 | 1 | -9 | -2 | 8 | 7 | -2 |
| Cc1cccc(C)c1NC(=O)c1csc([C@H]2C[C@H](O)[C@@H](CO)O2)n1 | -5 | -3 | nt | 0 | 1 | 2 | 1 |
| CCc1c(-c2cccc(OC)c2)ncn1CCc1ccccc1OC | -18 | 0 | nt | -7 | 3 | -50 | 3 |
| Cc1cccc(C(=O)NCCNC(=O)c2ccco2)c1 | -6 | 2 | -2 | ? | 0 | -10 | -5 |
| COc1cccc(NC(=O)N2[C@H](CO)[C@H](c3ccccc3)[C@H]2CNCC(C)C)c1 | 19 | 4 | -1 | -4 | 10 | 11 | 11 |
| CCCNC(=O)C[C@@H]1CC[C@H]2[C@@H](COc3ccc(NC(=O)c4cc(C)on4)cc3C(=O)N2C)O1 | 10 | 0 | -5 | -12 | 1 | -4 | -7 |

10 consecutive compounds out of the list so far:
| SMILES | EWS-Fli block | SIRT5 inh | ARNT-TACC3 inh | DENV2 CPE | CASP6 VEID inh | PAX8 inh HTS | LGR2 antag |
| --- | --- | --- | --- | --- | --- | --- | --- |
| CCn1c(Cc2ccc(OC)cc2)nc2ccccc21 | -10 | -1 | -10 | -5 | 1 | -22 | 0 |
| CCc1cccc(C)c1NS(=O)(=O)c1cccs1 | -5 | -2 | -6 | 5 | 1 | 16 | 0 |
| CCn1c(=O)c([N+](=O)[O-])c(NCCCn2ccnc2)c2ccccc21 | 15 | -5 | 15 | 2 | -1 | -10 | 11 |
| CN1CCN(C(=O)C[C@H]2C[C@H]3c4cc(NC(=O)Nc5ccc(C(F)(F)F)cc5)ccc4O[C@H]3[C@H](CO)O2)CC1 | 8 | 3 | 7 | -2 | 0 | 11 | 5 |
| COc1ccc(CNC(=O)CCS(=O)(=O)c2ccc3nc(C)sc3c2)cc1 | -8 | -6 | nt | -6 | -2 | -111 | nt |
| CN(C(=O)c1ccc(NC(=O)Cc2ccc(NC(=O)C3CCN(C(=O)CCc4ccccc4)CC3)cc2)cc1)C1CC1 | -3 | 8 | 0 | -23 | -2 | 0 | 0 |
| CC(=O)Nc1ccc(C(=O)N2CCCC(c3cc(C(=O)NCc4ccc(F)cc4)no3)C2)cc1 (stereo not given) | 8 | -4 | nt | -4 | 1 | 2 | 10 |
| Cc1ccc(C)c(OCC(=O)Nc2cc(C(=O)O)cc(C(=O)O)c2)c1 | 12 | 1 | -9 | -2 | 8 | 7 | -2 |
| Cc1cccc(C)c1NC(=O)c1csc([C@H]2C[C@H](O)[C@@H](CO)O2)n1 | -5 | -3 | nt | 0 | 1 | 2 | 1 |
| CCc1c(-c2cccc(OC)c2)ncn1CCc1ccccc1OC | -18 | 0 | nt | -7 | 3 | -50 | 3 |

Other records:
| SMILES | EWS-Fli block | SIRT5 inh | ARNT-TACC3 inh | DENV2 CPE | CASP6 VEID inh | PAX8 inh HTS | LGR2 antag |
| --- | --- | --- | --- | --- | --- | --- | --- |
| CNC[C@H]1Oc2c(NC(=O)c3cnccn3)cccc2C(=O)N([C@H](C)CO)C[C@H]1C | -13 | nt | nt | -6 | -1 | -9 | 6 |
| C[C@@H]1CN([C@H](C)CO)C(=O)c2ccccc2-c2ccccc2CO[C@@H]1CN(C)S(=O)(=O)c1cccc(C#N)c1 | -1 | 5 | 12 | -2 | -3 | -21 | 2 |
| CCN(CC)c1ccc(/C=N/NS(=O)(=O)c2cccc([N+](=O)[O-])c2)cc1 | nt | nt | 3 | nt | nt | 16 | -5 |
| CN1[C@H](C(=O)N2CCc3ccccc3C2)[C@@H](CO)[C@@H]2Cn3c(ccc(-c4cncnc4)c3=O)[C@@H]21 | -11 | nt | nt | nt | nt | -2 | 1 |
| CC[C@]12c3[nH]c4ccccc4c3CCN1C(=O)C(CC(=O)NCCc1ccccn1)C[C@@H]2C(=O)N1CCN(C(=O)c2ccco2)CC1 (stereo not given in full) | -8 | -3 | 2 | -1 | -18 | -7 | -12 |
| O=C(COC(=O)c1nc(Cl)ccc1Cl)Nc1ccc2c(c1)OCO2 | 0 | -1 | 0 | 4 | 1 | 1 | 17 |
| CCOC(=O)c1cc2c(s1)-c1c(C)cccc1OC2 | 0 | -7 | -10 | 7 | -3 | -66 | -76 |
| O=C(N[C@H]1C=C[C@H](CC(=O)N2CCc3ccccc3C2)O[C@H]1CO)C1CCOCC1 | 14 | 4 | nt | 6 | 1 | nt | 4 |
| COc1ccc(S(=O)(=O)N(C)C[C@H]2OCCCC[C@H](C)Oc3ccc(N(C)C)cc3C(=O)N([C@@H](C)CO)C[C@H]2C)cc1 | -3 | nt | nt | nt | nt | -2 | 6 |
| O=C(Cc1ccc(Cl)cc1)NCCS(=O)(=O)N1CCN(c2ccccc2F)CC1 | 25 | -3 | -9 | 0 | -1 | 24 | -7 |
| Cc1ccc(/C=N/NC(=O)c2cccc([N+](=O)[O-])c2)o1 | -1 | 6 | 1 | nt | 0 | 35 | nt |
| O=C1c2ccccc2NC(c2ccc(-c3cccc(F)c3)o2)N1O (stereo not given) | -102 | -2 | 10 | -3 | 2 | -157 | -107 |
| O=C(C[C@@H]1C=C[C@@H](NC(=O)c2cccnc2)[C@@H](CO)O1)NCc1ccc(Cl)c(Cl)c1 | 0 | 11 | nt | 7 | 5 | -1 | -2 |
| C[C@H]1CN([C@@H](C)CO)C(=O)Cc2cc(NC(=O)Nc3ccc(C(F)(F)F)cc3)ccc2O[C@@H]1CN(C)S(=O)(=O)c1cn(C)cn1 | 0 | -5 | nt | 0 | -2 | 12 | -6 |
| O=C(CCN1C(=O)C2CCCCC2C1=O)Nc1nc2ccc(F)cc2s1 (stereo not given) | 37 | 7 | 4 | -2 | 1 | -161 | 7 |
| O=C(C[C@H]1C[C@H]2c3cc(NC(=O)Cc4ccncc4)ccc3O[C@H]2[C@@H](CO)O1)NCc1cccnc1 | -2 | -3 | 2 | -2 | 2 | -22 | 9 |
| COc1ccc(CN(C)C[C@H]2OCCCC[C@H](C)Oc3ccc(NS(=O)(=O)c4ccc(C)cc4)cc3C(=O)N([C@H](C)CO)C[C@@H]2C)cc1 | 10 | -1 | -23 | -3 | 12 | 1 | 4 |
| COc1ccc(C#Cc2ccc([C@@H]3[C@H]4CN(Cc5ccccc5F)CCCCN4[C@H]3CO)cc2)cc1 | -10 | -2 | 7 | nt | nt | -25 | -18 |
| CCN1CCN(C(=O)C2CCC(CNS(=O)(=O)c3ccc(NC(C)=O)cc3)CC2)CC1 (stereo not given) | nt | 3 | 1 | -4 | 1 | 0 | 0 |
| COc1ccc(Br)cc1CNC(=O)Cn1nc(C)n2cccc2c1=O | -6 | -4 | -5 | -4 | nt | 12 | 1 |
| COc1ccc(O)c(/C=N/NC(=O)c2ccc(N3CCCC3=O)cc2)c1 | -1 | -3 | 32 | -2 | -3 | 106* | 2 |
| COc1cc(NC(=S)NCCO)c(OC)cc1Cl | -12 | -4 | 0 | -5 | 3 | -3 | nt |
| COC(=O)C[C@@H]1CC[C@H]2[C@H](COc3ccc(NC(=O)c4cc(C)on4)cc3C(=O)N2C)O1 | 14 | -2 | -9 | -6 | -1 | -14 | 9 |
| CC(C)C[C@H](NC(=O)c1ccc(OC2CCN(C(=O)C3CC3)CC2)cc1)C(N)=O | -6 | 0 | 0 | -3 | -3 | -7 | -6 |
| O=C(COC(=O)c1cnc(Cl)c(Cl)c1)c1ccc(F)cc1 | -1 | -2 | -10 | -6 | -5 | 3 | 9 |

Additional records follow.
Screens in order – EWS-Fli block	SIRT5 inh	ARNT-TACC3 inh	DENV2 CPE	CASP6 VEID inh	PAX8 inh HTS	LGR2 antag
COc1ccc(NC(=O)Nc2ccc3c(c2)C(=O)N([C@@H](C)CO)C[C@H](C)[C@H](CN(C)Cc2ccncc2)OCCCC[C@@H](C)O3)cc1
  -3	2	4	-8	-1	-11	35
Cc1cc(C(=O)Nc2c(C)cccc2C)n(-c2ccccc2)n1
  -4	8	-16	-4	0	-9	-21
O=C(CN1C(=O)C2(OCCO2)c2ccccc21)c1ccc(Br)cc1
  5	-5	-13	nt	0	nt	nt
COc1cccc(Cn2cnc(-c3ccccc3OC)c2-c2ccco2)c1
  7	-1	nt	-6	-2	5	33
O=C(CSc1nccc(=O)[nH]1)Nc1ccc(F)c([N+](=O)[O-])c1
  3	-4	7	-3	11	8	-16
O=C(NCc1ccco1)c1nnc(Cc2ccc(F)cc2)o1
  -11	-3	0	5	-2	-12	-19
CO[C@H]1CC[C@H]2CCOc3c(C#N)cccc3C(=O)N(C)[C@@H](C)C(=O)N(C)C[C@@H]1O2
  -1	-20	37	3	nt	6	-1
CN(CCO)c1ccc(/C=N/Nc2nncc3ccccc23)cc1
  67*	25*	-22	7	1	-35	42
C[C@@H]1CN([C@@H](C)CO)C(=O)Cc2cc(NC(=O)Nc3ccccc3)ccc2O[C@H]1CN(C)Cc1ccc(C(=O)Nc2ccccc2N)cc1
  33	nt	nt	4	nt	22	-17
C=CCc1ccc(O)c(-c2cc(CC=C)ccc2O)c1
  5	nt	-4	15	19	nt	nt

Random draw from the library; overall some 4.9% were active at least once.
